HCT116 survival – survival after telomere uncapping, modulators, primary screen, cell-based (AID 1259312). HCT116 + Ad-hTR-mut, survival, MTT, 5 d; hits give high values. fold change at 10 µM. 4,500 tested, 4.5% active;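 active = cell survival measured by absorbance rises more than 2.5-fold over infected cells without compound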;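 note: virus expresses mutant telomerase RNA that uncaps telomeres and kills cells; compound added 2 days after infection so exposure lasts 3 days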
* marks the source's active call; other numbers are inactive results; i = inactive; + = active, no number. An excerpt; the hit share may differ from the screen's.

Sample of the layout, 2 compounds:
SMILES | HCT116 survival
Cc1cc(/C=C(\C#N)C(=O)OC(C)C)c(C)s1 | -4
CC1=C(C(=O)OCC2CCCO2)C(c2ccc(C)o2)C2=C(CC(C)(C)CC2=O)N1 (configuration not stated) | 2.87*

The whole of this part, previewed entries included:
SMILES | HCT116 survival
Cc1cc(/C=C(\C#N)C(=O)OC(C)C)c(C)s1 | -4
CC1=C(C(=O)OCC2CCCO2)C(c2ccc(C)o2)C2=C(CC(C)(C)CC2=O)N1 (configuration not stated) | 2.87*
CCC(=O)Nc1sc2c(c1C(=O)OC)CCCC2 | -1.72
Cc1cc(=O)[nH]c(SCC(N)=O)n1 | i
Nc1ccc(O)c2ncccc12 | -19.1
CCc1sc(/C=C(/C#N)C(N)=S)cc1Br | -4.47
CCOC(=O)/C=C/C(=O)Nc1sc(C)c(C)c1C(N)=O | -1.6
CC/C=C\C/C=C\C/C=C\CCCCCCCC(=O)O | 1.24
Cc1cc(OCc2ccc3nsnc3c2)c(C(C)C)cc1-n1cnnn1 | -1.11
O=C(CCCCCN1C(=O)c2ccccc2C1=O)ON1C(=O)CCC1=O | -1.18
O=C1NC(=O)N(Cc2ccco2)C(=O)/C1=C/c1cn(CCOc2ccccc2F)c2ccccc12 | -1.3
O=C1CC(c2ccccc2)CC2=C1C(c1ccc(F)c(Br)c1)Nc1ccccc1N2 (configuration not stated) | 1
Nc1cc(N2CCOCC2)ccc1[N+](=O)[O-] | 3.38*
Cc1c(Cl)cc2nc(SCc3ccon3)oc2c1Cl | -1.52
CN1C(=O)COc2ccc(S(=O)(=O)N3CCCc4cc(Br)ccc43)cc21 | -1.42
Cc1ccc(-n2cnnn2)cc1S(=O)(=O)NC(C)(C)C | -3.53
CCCOc1ccc(N/C(N)=N/c2nc(C)cc(C)n2)cc1 | -3.48
O=C(O)CC(NC(=O)Cc1c[nH]c2ccccc12)C(=O)O (configuration not stated) | 1.05
CC(Sc1nnnn1C1CCCCC1)C(=O)O (configuration not stated) | -1.23
O=c1cc(-c2cccc(O)c2)oc2cccc(O)c12 | -1.6
O=[N+]([O-])c1ccc2nc(-c3ccncc3)[nH]c2c1 | -1.27
CCc1sc(/C=C(/C#N)C(N)=O)cc1Br | -1.6
O=C1COc2ccc(S(=O)(=O)N3CCc4ccccc43)cc2N1 | -1.3
CC(C)C(Nc1ncnc2ccccc12)C(=O)O (configuration not stated) | -1.55
O=S(=O)(Cc1ccc(Cl)cc1)Nc1nc2c(s1)CCCC2 | -1.55
O=C(Cn1nnc(-c2ccccc2)n1)N=Nc1c(O)[nH]c2c(Br)cc(Br)cc12 | i
Cc1cc(Sc2nnc(C)s2)c2ccccc2n1 | -1.63
CC(C)c1cc(C(C)C)c(S(=O)(=O)NCc2ccncc2)c(C(C)C)c1 | -7.88
CN(C)[C@@H]1C(=O)C(C(=O)NCN2CCCC2)=C(O)[C@@]2(O)C(=O)C3=C(O)c4c(O)cccc4[C@@](C)(O)[C@H]3C[C@@H]12 | -2.71
S=c1[nH]nc(Cc2n[nH]c(=S)n2Cc2ccccc2)n1Cc1ccccc1 | 4.65*
CC(=O)n1c(=O)sc2ccccc21 | -1.09
Fc1ccc(CSc2nnc(SCc3ccccc3)s2)cc1 | -1.03
Cc1cc(C)n2[nH]c(=O)c([N+](=O)[O-])c2n1 | 1.66
COc1ccc(-c2nc3sc(-c4ccc(OC)c(OC)c4)nc3s2)cc1OC | -4.78
CCOCCOC(=O)C1=C(C)NC2=C(C(=O)CCC2)C1c1cccs1 (configuration not stated) | 1.03
CC(C)Cc1nc(C#N)c(N2CCOCC2)o1 | -1.55
COc1ccc(-c2cc(=O)c3c(O)cc(O)cc3o2)cc1 | -1.84
CN(C)c1ccc(/C=C2\C(=O)ON=C2c2cccc(I)c2)cc1 | -1.18
c1coc(C2OCC3(CO2)COC(c2ccco2)OC3)c1 (configuration not stated) | -1.05
Cn1nnnc1SCC(=O)Nc1ccc(F)c(Cl)c1 | -2.05

Sorted by molecular weight (high to low): some entries from above.
SMILES | HCT116 survival
CN(C)[C@@H]1C(=O)C(C(=O)NCN2CCCC2)=C(O)[C@@]2(O)C(=O)C3=C(O)c4c(O)cccc4[C@@](C)(O)[C@H]3C[C@@H]12 | -2.71
O=C(Cn1nnc(-c2ccccc2)n1)N=Nc1c(O)[nH]c2c(Br)cc(Br)cc12 | i
O=C1NC(=O)N(Cc2ccco2)C(=O)/C1=C/c1cn(CCOc2ccccc2F)c2ccccc12 | -1.3
O=C1CC(c2ccccc2)CC2=C1C(c1ccc(F)c(Br)c1)Nc1ccccc1N2 (configuration not stated) | 1
CN1C(=O)COc2ccc(S(=O)(=O)N3CCCc4cc(Br)ccc43)cc21 | -1.42
CN(C)c1ccc(/C=C2\C(=O)ON=C2c2cccc(I)c2)cc1 | -1.18
COc1ccc(-c2nc3sc(-c4ccc(OC)c(OC)c4)nc3s2)cc1OC | -4.78
CC1=C(C(=O)OCC2CCCO2)C(c2ccc(C)o2)C2=C(CC(C)(C)CC2=O)N1 (configuration not stated) | 2.87*
S=c1[nH]nc(Cc2n[nH]c(=S)n2Cc2ccccc2)n1Cc1ccccc1 | 4.65*
CC(C)c1cc(C(C)C)c(S(=O)(=O)NCc2ccncc2)c(C(C)C)c1 | -7.88
O=C(CCCCCN1C(=O)c2ccccc2C1=O)ON1C(=O)CCC1=O | -1.18
Fc1ccc(CSc2nnc(SCc3ccccc3)s2)cc1 | -1.03
O=S(=O)(Cc1ccc(Cl)cc1)Nc1nc2c(s1)CCCC2 | -1.55
O=C1COc2ccc(S(=O)(=O)N3CCc4ccccc43)cc2N1 | -1.3
Cc1c(Cl)cc2nc(SCc3ccon3)oc2c1Cl | -1.52
Cn1nnnc1SCC(=O)Nc1ccc(F)c(Cl)c1 | -2.05
CCCOc1ccc(N/C(N)=N/c2nc(C)cc(C)n2)cc1 | -3.48
CCOC(=O)/C=C/C(=O)Nc1sc(C)c(C)c1C(N)=O | -1.6
Cc1ccc(-n2cnnn2)cc1S(=O)(=O)NC(C)(C)C | -3.53
c1coc(C2OCC3(CO2)COC(c2ccco2)OC3)c1 (configuration not stated) | -1.05
O=C(O)CC(NC(=O)Cc1c[nH]c2ccccc12)C(=O)O (configuration not stated) | 1.05
CCc1sc(/C=C(/C#N)C(N)=O)cc1Br | -1.6
CC/C=C\C/C=C\C/C=C\CCCCCCCC(=O)O | 1.24
Cc1cc(Sc2nnc(C)s2)c2ccccc2n1 | -1.63
CCC(=O)Nc1sc2c(c1C(=O)OC)CCCC2 | -1.72
O=c1cc(-c2cccc(O)c2)oc2cccc(O)c12 | -1.6
Cc1cc(/C=C(\C#N)C(=O)OC(C)C)c(C)s1 | -4
CC(C)C(Nc1ncnc2ccccc12)C(=O)O (configuration not stated) | -1.55
Nc1cc(N2CCOCC2)ccc1[N+](=O)[O-] | 3.38*
Cc1cc(C)n2[nH]c(=O)c([N+](=O)[O-])c2n1 | 1.66
Cc1cc(=O)[nH]c(SCC(N)=O)n1 | i
CC(=O)n1c(=O)sc2ccccc21 | -1.09
Nc1ccc(O)c2ncccc12 | -19.1

Next part.
SMILES | HCT116 survival
Fc1ccc2[nH]c3nc4ccccc4nc3c2c1 | -1.9
COc1ccc(-c2oc3cc(OC)ccc3c(=O)c2O)cc1 | -1.5
Cn1c(=O)n(C)c2cc(/C=C(\C#N)C(=O)NCC3CCCO3)ccc21 (configuration not stated) | -1.52
Cn1cc(/C=C2\C(=O)NC(=S)N(c3ccc(Br)cc3)C2=O)c2ccccc21 | -1.42
O=C1c2ccccc2NC2(C(=O)Nc3ccccc32)N1c1ccc2c(c1)oc1ccccc12 (configuration not stated) | 1.13
O=C(COc1ccc(Cl)cc1Cl)NCC1CCCO1 (configuration not stated) | -1.41
Cc1cc(=O)cc2oc3cc(N)c(-c4c(C)cc(O)cc4O)c(C)c3nc1-2 | 1.39
S=c1n(CN2CCC(c3ccccc3)C2)nc(Cc2ccccc2)n1-c1ccccc1 (configuration not stated) | 1.08
N#C/C(=C/c1ccc2c(c1)OCO2)C(N)=S | 2.08
CC1(C)CC(=O)C2=C(C1)OC(N)=C(C#N)C2c1ccco1 (configuration not stated) | -1.52
CCOC(=O)c1c(NC(=O)/C=C/c2cccs2)sc2c1CCCCC2 | -2.36
CCOC(=O)/C(C#N)=C\c1cc([N+](=O)[O-])c(CC)s1 | -2.97
O=S1(=O)OC(c2ccc(O)c(Cl)c2)(c2ccc(O)c(Cl)c2)c2ccccc21 | 1.16
N#C/C(=C/C1=Cc2ccccc2OC1)C(=O)NC1CCS(=O)(=O)C1 (configuration not stated) | -1.15
Cn1c(-c2ccccc2)nn(CN2CCN(C(c3ccccc3)c3ccccc3)CC2)c1=S | -1.25
CN1C(=O)C(CC(=O)Nc2ccccc2)SC1=Nc1ccc(I)cc1 (configuration not stated) | 1.69
CC(C)NCC(O)COc1cccc2ccccc12 (configuration not stated) | -1.29
ON(Cc1ccccc1)Cc1ccccc1 | 1.18
OC(c1ccccc1)c1nc2ccccc2n1Cc1ccccc1F (configuration not stated) | -1.59
CC1CCCN(c2nc3ccccn3c(=O)c2C=O)C1 (configuration not stated) | -1.15

Two entries picked at random from those above:
SMILES | HCT116 survival
O=S1(=O)OC(c2ccc(O)c(Cl)c2)(c2ccc(O)c(Cl)c2)c2ccccc21 | 1.16
N#C/C(=C/C1=Cc2ccccc2OC1)C(=O)NC1CCS(=O)(=O)C1 (configuration not stated) | -1.15

Later entries:
SMILES | HCT116 survival
O=c1ccc(=O)n(CN2CCN(c3ccccc3F)CC2)[nH]1 | -2.03
O=c1c2ccc(Cl)c3c(Cl)ccc(c32)c2nc3ccccc3n12 | -2.06
C=CCn1c(-c2ccc(OC)c(OC)c2)n[nH]c1=S | -2.4
CN(C)Cc1cc(C(C)(C)C)c(O)c(C(C)(C)C)c1 | -1.11
CC(C)(C)c1ccc(-c2nnc(-c3ccc(Cl)cc3Cl)o2)cc1 | -1.32
Oc1ccc(Br)c(C=Nc2ccc(-c3ccc(N=Cc4cc(Br)ccc4O)cc3)cc2)c1 | +
CC(=O)C1=C(O)C=C2Oc3c(C(C)=O)c(O)c(C)c(O)c3[C@]2(C)C1=O | -1.29
Brc1cnc2nc3[nH]c4ccc(Br)cc4c3nc2c1 | -1.63
CCCCC(CC)C(=O)N1CC(C)OC(C)C1 (configuration not stated) | 1.22
Fc1ccc(C=Nc2ccc(Cl)cn2)cc1 | 1.16
Fc1ccc(C2N(Cc3ccccc3)CCN2Cc2ccccc2)cc1 | 1.83
C/C(=C(\CCOP(=O)(O)O)SC(=O)c1ccccc1)N(C=O)Cc1cnc(C)nc1N | 1.02
Cc1ccc(C2C(C(=O)c3ccco3)=C(O)C(=O)N2CCCN(C)C)o1 (configuration not stated) | -1.08
c1ccc(Oc2nc(Oc3ccccc3)nc(Oc3ccccc3)n2)cc1 | -3.72
Fc1ccc(CSc2nnc(SCc3ccccc3F)s2)cc1 | -1.07
O=c1cc(-c2ccccc2O)oc2c(O)c(O)ccc12 | -1.79
O=c1c2ccccc2n2nnnc2n1-c1ccccc1 | -2.5
O=C1CCCN1c1ccc(NS(=O)(=O)N2CCCCC2)cc1 | -1.3
CCSc1sc(CC)cc1C(C)=O | -2.48
O=C1CSc2nc3ccccc3n21 | 1.04
O=C1CC(c2ccc(S(=O)(=O)N3CCCC3)cc2)CN1 (configuration not stated) | 1.52
CCNC(=S)n1ccc(C)n1 | -5.32
COc1ccc(OC)c(-c2oc3ccccc3c(=O)c2O)c1 | -1.76

Assay outcomes as filed in PubChem BioAssay.
